ERG-DNA inh = qHTS for Small Molecule Inhibitors of the ERG Ets/DNA interaction; Transcriptional regulator ERG (Homo sapiens), P11308; fluorescence polarization, His-ERG Ets domain / labelled DNA; Potency, µM (highest dose often 76.9 µM), for the others: at the top dose FP activity, negative = inhibition, hits mostly inhibitors; hit rate 0.028% among 370,000; AID 624246, 2012; active means well fitted inhibition curve with a large enough effect in the polarisation, with a control signal flat; inconclusive means small, poorly fitted or top-dose-only effect, or effect the other way, or a change in a side signal; inactive means no such curve, though single readings can be large or run the other way; the % refers to the polarisation;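 further: polarization taken with two DNA probes labelled with fluorescein and Texas red; % of control where 0% means no effect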
Target sequence (P11308 whole entry, looked up, the tested form may be a part): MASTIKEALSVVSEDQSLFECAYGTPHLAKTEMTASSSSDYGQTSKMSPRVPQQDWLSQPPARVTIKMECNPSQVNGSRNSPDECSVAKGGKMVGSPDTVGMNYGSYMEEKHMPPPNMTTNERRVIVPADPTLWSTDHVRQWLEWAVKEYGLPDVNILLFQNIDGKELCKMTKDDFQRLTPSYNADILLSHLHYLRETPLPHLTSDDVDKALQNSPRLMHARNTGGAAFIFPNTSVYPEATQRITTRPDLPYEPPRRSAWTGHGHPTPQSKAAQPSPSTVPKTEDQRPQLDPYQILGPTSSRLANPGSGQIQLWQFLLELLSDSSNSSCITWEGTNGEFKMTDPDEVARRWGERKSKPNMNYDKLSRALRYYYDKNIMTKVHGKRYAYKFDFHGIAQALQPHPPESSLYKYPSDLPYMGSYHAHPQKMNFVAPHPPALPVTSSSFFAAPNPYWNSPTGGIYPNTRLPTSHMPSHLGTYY
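His-tagged ERG Ets domain (1 uM in the protein solution; 300mM KCl, 50mM Tris-HCl, 1mM EDTA, 1mM DTT, pH 7.5) received compound, then a probe mix of 5 nM fluorescein-DNA and 100nM Texas-615-DNA. Fluorescence polarization was read for both dyes.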
TrxR1 inh = qHTS Assay for Inhibitors of Mammalian Selenoprotein Thioredoxin Reductase 1 (TrxR1): qHTS; Thioredoxin reductase 1, cytoplasmic (Rattus norvegicus), O89049; recombinant rTrxR1, NADPH fluorescence consumption, selenite substrate; Potency, µM (top dose mostly 114 µM), for the others: at the highest dose activity change, negative = inhibition, usual class: inhibitors; hit rate 1% among 390,000; AID 588453, 2011; further: on the % scale 0 is the no-effect control and ±100 the full control effect; nearly all actives have a fitted effect of over 65% in size
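Rat TrxR1 (90 nM in the dispensed reagent) was pre-reduced with 400 uM NADPH for 5 min at room temperature, then incubated with compound for 15 min. After 400 uM selenite was added, NADPH fluorescence (Ex 340/Em 450 nm) was followed for 8 min.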
Tb PGK inh = qHTS Assay to Find Inhibitors of Phosphoglycerate Kinase | Phosphoglycerate kinase, glycosomal (Trypanosoma brucei brucei), P07378 | PGK/GAPDH coupled, Kinase-Glo luminescence, 60 min | Potency, µM (series often up to 57.5 µM), for inactives: top-dose activity change, negative = inhibition, usual class: inhibitors | hit rate 0.043% among 380,000; further: on the % scale 0 is the no-effect control and ±100 the full control effect; nearly all actives have a fitted effect of over 60% in size
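Luminescent ATP detection (Kinase-Glo Plus) follows a 60-minute room-temperature incubation, with wells lacking PGK as controls. Buffer: 100 mM TEA (pH 7.6), 5 mM MgCl2, 0.01% Tween-20. Coupling enzyme GAPDH (100 nM final) supplies unstable 1,3-BPG in-well.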
HP1b chromo inh = HTS for Inhibitors of HP1-beta Chromodomain Interactions with Methylated Histone Tails. Chromobox protein homolog 1 (Homo sapiens), P83916. AlphaScreen HP1-beta / biotin-H3K9me3 peptide binding. Potency, µM (titrated, usually from 114 µM), without a hit: top-dose activity change, negative = inhibition, actives largely listed as inhibitors. hit rate 0.56% among 390,000. AID 540317, 2011; further: nearly all actives have a fitted effect of over 70% in size; inactives centre near 23
Target sequence (P83916 whole entry, looked up): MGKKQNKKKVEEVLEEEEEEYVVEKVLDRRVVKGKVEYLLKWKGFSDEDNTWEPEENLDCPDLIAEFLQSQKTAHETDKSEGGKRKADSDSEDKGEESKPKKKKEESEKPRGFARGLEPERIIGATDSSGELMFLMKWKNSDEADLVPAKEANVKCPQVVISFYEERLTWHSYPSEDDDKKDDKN
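HP1-beta protein (50 nM final) preincubated 30 min at room temperature with biotinylated H3(1-18)K9me3 peptide (50 nM) in PBS pH 7.4, 0.01% Tween-20, then compound added for 30 min. AlphaScreen streptavidin donor/nickel chelate acceptor beads (10 ug/mL final), 30 min dark, luminescence read.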
RGS4 inh = Inhibitors of Regulator of G Protein Signaling (RGS) 4: qHTS. Potency, µM (titrated, usually from 114 µM), without a hit: top-dose activity change, negative = inhibition, most hits filed as inhibitors. Transcreener GDP fluorescence polarization, RGS4-accelerated GTP hydrolysis. hit rate 0.039% among 390,000; further: on the % scale 0 is the no-effect control and ±100 the full control effect; nearly all actives have a fitted effect of over 75% in size; some results filed as inactive show a strong effect at the top dose
Target sequence (P49798 whole entry, looked up): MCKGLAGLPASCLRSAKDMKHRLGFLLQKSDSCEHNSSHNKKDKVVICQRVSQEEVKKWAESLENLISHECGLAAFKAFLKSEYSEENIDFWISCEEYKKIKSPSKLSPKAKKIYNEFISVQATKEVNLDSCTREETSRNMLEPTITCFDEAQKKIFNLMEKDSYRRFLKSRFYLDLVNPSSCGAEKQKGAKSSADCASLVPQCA
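MLSMR compounds (23 nl, pin-transferred) preincubated 10 min at room temperature with a 500nM (2x) first reagent, then RGS4 at 900nM (2x) plus Transcreener GDP mix added; fluorescence polarization (620/688 nm) read before and after 90 min at 30 °C.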
JMJD2A Tudor inh = qHTS Assay for Inhibitors of JMJD2A-Tudor Domain. AID 504339, 2011. Lysine-specific demethylase 4A (Homo sapiens), O75164. hit rate 4.4% among 390,000. Potency, µM (top dose mostly 114 µM), inactives show at the highest dose activity change, negative = inhibition, actives largely listed as inhibitors. AlphaScreen JMJD2A-Tudor / H3K4me3 peptide binding; further: on the % scale 0 is the no-effect control and ±100 the full control effect; nearly all actives have a fitted effect of over 50% in size
GLS inhibitor = qHTS for Inhibitors of Glutaminase (GLS); Glutaminase kidney isoform, mitochondrial (Homo sapiens), O94925; Potency, µM (highest dose often 45.5 µM), for inactives: at the top dose activity change, negative = inhibition, actives largely listed as inhibitors; hit rate 0.21% among 410,000; GLS enzymatic activity, qHTS titration; AID 624170, 2012; further: on the % scale 0 is the no-effect control and ±100 the full control effect
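hKGA in 45 mM KH2PO4 pH 8.2, 0.02% Tween-20 with pin-transferred compounds; 1 mM L-glutamine (stock) plus glutamate oxidase/HRP/Amplex Red coupling added. Fluorescence read initially and after 30 min at RT.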
ALOX12 inh = Primary qHTS assay for inhibitors of human arachidonate 12S-lipoxygenase (ALOX12): Round 2. purified 12hLO, xylenol orange hydroperoxide absorbance. Potency, µM (series often up to 108 µM), for the others: at the top dose activity change, negative = inhibition, usual class: inhibitors. hit rate 1.1% among 580,000. Polyunsaturated fatty acid lipoxygenase ALOX12 (Homo sapiens), P18054; further: on the % scale 0 is the no-effect control and ±100 the full control effect
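Purified human 12hLO (150 nM final) in 25 mM Hepes, 0.01% Triton X-100, pH 7.0 was preincubated 15 min at room temperature with compound. Then 40 uM arachidonic acid was added, 30 min. Hydroperoxide was read by Fe-XO absorbance ratio 573/405 nm.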
Pin1 inh = qHTS Assay to Find Inhibitors of Pin1; Peptidyl-prolyl cis-trans isomerase NIMA-interacting 1 (Homo sapiens), Q13526; Pin1 FP peptide displacement, HiFluor488, 10 min; Potency, µM (highest dose often 115 µM), without a hit: at the top dose activity, negative = inhibition, most hits filed as inhibitors; hit rate 0.009% among 390,000; AID 504891, 2011; active means well fitted inhibition curve with a large enough effect in the polarisation, with a control signal flat, not every such curve was filed as active; inconclusive means small, poorly fitted or top-dose-only effect, or effect the other way, or a change in a side signal; inactive means no such curve, though single readings can be large or run the other way; the % refers to the polarisation; further: on the % scale 0 is the no-effect control and ±100 the full control effect
Target sequence (Q13526 whole entry, looked up): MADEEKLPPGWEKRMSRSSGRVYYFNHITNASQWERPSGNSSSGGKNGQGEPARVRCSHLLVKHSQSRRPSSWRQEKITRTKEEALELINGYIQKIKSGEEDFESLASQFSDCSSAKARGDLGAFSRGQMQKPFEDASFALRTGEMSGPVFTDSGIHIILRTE
Starred values were filed as active, the others as inactive; i = inactive; ? = inconclusive; . = not tested or not shown; [ ] = remark or other dose. Unless noted, the call rests on the fitted dose curve; in most records, active means well fitted curve in the direction sought with a large enough effect; inconclusive means small, poorly fitted or top-dose-only effect, or another doubt; inactive means no such curve, though single readings can be large; an effect the other way counts as inactive or inconclusive. Potency means the concentration at half of the fitted maximal effect.

ERG-DNA inh,TrxR1 inh,Tb PGK inh,HP1b chromo inh,RGS4 inh,JMJD2A Tudor inh,GLS inhibitor,ALOX12 inh,Pin1 inh,canonical_smiles
9%,5%,2%,89%[activator],5%,58%[activator],7%,-1%,4%,Cc1ccc(C)c(COC(=O)c2cccc(S(=O)(=O)N3CCCC3)c2)c1
-3%,5%,5%,16%,-4%,-19%,1%,7%,10%,O=C1CCCC2=C1C(c1ccncc1)c1c(nc(SCc3ccccc3)[nH]c1=O)N2 (stereo unspecified)
-2%,-28%,-7%,5%,-46%,-30%,5%,-20%,?,Cc1ccc(/C=C(\CCC(=O)O)c2nc3ccccc3s2)cc1[N+](=O)[O-]
1%,?,-13%,18%,-16%,-22%,16%,-24%,27%,CC(=O)Nc1ccc(N=NC2C(=O)N(C(N)=S)N=C2C)cc1 (stereo unspecified)
1%,-3%,0%,42%[activator],44%,0%,-10%,-2%,3%,CCOc1ccccc1NC(=O)Cn1c(=O)n(Cc2ccccc2)c(=O)c2cccnc21
3%,1%,9%,23%,27%,-8%,3%,-23%,110%[activator],Cc1ccccc1CNC(=O)CCc1cn(Cc2ccccc2C)c2ccccc12
-7%,0%,-2%,14%,4%,-15%,-3%,-20%,-4%,Cc1ccccc1C(=O)OCC(=O)Nc1cccc(S(=O)(=O)NC2=NCCC2)c1
-1%,14%,i,-15%,22%,-9%,17%,-9%,2%,CC1(c2ccccc2)NC(=O)N(NC(=O)CSc2n[nH]c(N)n2)C1=O (stereo unspecified)
-12%,3%,1%,28%,7%,-4%,-2%,-9%,0%,CC(=O)Nc1ccc(NC(=O)COc2ccccc2C(=O)Nc2cccc(Cl)c2Cl)cc1
-2%,19%[57.1 µM],-2%,-1%,-8%,45µM*,0%,?,17%,O=C(COc1ccc(S(=O)(=O)N2CCc3ccccc32)cc1Cl)NCc1ccccn1
3%,3%[57.1 µM],-9%,92%[activator],-13%,61%[activator],1%,-25%,19%,CCN=C1S/C(=C\c2sccc2C)C(=O)N1CC
2%,-12%,-1%,42%[activator],17%,-13%,4%,1%,-10%,COc1cccc(NC(=O)C2C3C=CC(O3)C2C(=O)NCc2cccnc2)c1 (stereo unspecified)
2%,9%[57.1 µM],-1%,-6%,-18%,-21%,-25%,-14%,?,Oc1c(Br)cc(Cl)cc1C=Nc1ccccc1Br
13%,2%[57.1 µM],0%,-6%,-17%,-27%,9%,?,?,CCCCC1=CC2=CC(=O)C(C)(OC(=O)CC)C(=O)C2=CN1c1cccc(C#N)c1 (stereo unspecified)
-5%,9%,-4%,?,-7%,3.2µM*,-3%,?,-4%,CCN(C(=O)CSc1ncn[nH]1)c1cccc2ccccc12
-14%,-18%,i,24%,-35%,?,3%,?,-2%,Cc1cccc2sc(N(CCN(C)C)C(=O)/C=C/c3cccs3)nc12
-11%,-16%,-8%,17%,-24%[11.4 µM],-16%[11.4 µM],94%[activator],-15%,-8%,Cc1nnc(SCC(=O)Nc2nccs2)[nH]c1=O
-17%,-26%,11%,51%[activator],-11%,-13%,27%,1%,?,NC(=O)C1CCN(C(=O)CN2CCCc3ccccc32)CC1
-7%,21%,-1%,37%[activator],-5%,-3%,5%,3%,0%,CC(Oc1ccccc1)C(=O)N=C1SC2CS(=O)(=O)CC2N1c1cccc(F)c1 (stereo unspecified)
-18%,17%[11.4 µM],i,53%[activator],-39%,5%,-2%,12%,0%,O=C(OCc1nnc(-c2ccccc2)o1)c1cccnc1Cl
0%,22%,-12%,10%,14%,?,24%,-16%,4%,CCN(c1ccccc1)S(=O)(=O)c1ccc(N2CCN(c3ccccc3O)CC2)nc1
-9%,-19%[57.1 µM],-2%,37%[activator],-23%,-11%,-28%,-26%,6%,O=C(NCc1ccco1)/C(=C/c1ccco1)NC(=O)c1ccccc1
4%,10%,2%,9%,-6%,?,2%,0%,-3%,O=C(N/N=C\c1cccnc1)c1cc(-c2ccccc2)nc2c(Cl)cccc12
.,17%,.,8%,22%,-4%,11%,20%,5%,Cn1nnc2cc(NC(=O)N3CCN(c4ccccn4)CC3)ccc21
.,16%,.,24%,-10%,-9%,1%,4%[57.4 µM],-6%,CNC(=O)CSc1nc2c(c(=O)n(C)c(=O)n2C)n1Cc1ccc(C)cc1
2%,28%[57.1 µM],2%,31%,12%,-9%,-1%,-8%,1%,Cc1ccc(-c2noc(-c3ccccc3C(=O)NCC3CCCO3)n2)cc1 (stereo unspecified)
-14%,-24%,-1%,15%,-9%[11.4 µM],?,30%,-23%,-1%,O=c1c([N+](=O)[O-])c(NCCN2CCCCCC2)c2ccccc2n1-c1ccccc1
0%,1%[57.1 µM],-6%,23%,12%,-14%,?,?,4%,Cc1nn2c(C)c(C(=O)NC(C)(C)C)cnc2c1-c1ccc(F)cc1
6%,14%[57.1 µM],-2%,38%,1%,-10%,-11%,0%,0%,COc1cc(OC)cc(C(=O)N2CC(=O)Nc3ccccc32)c1
8%,26%[57.1 µM],-3%,19%,-23%,-6%,14%,-17%,0%,NC(=O)c1ccc(NC(=O)c2cccc(Oc3ccccc3)c2)cc1

Entries of single compounds, looked up by structure. Order of screens: ERG-DNA inh | TrxR1 inh | Tb PGK inh | HP1b chromo inh | RGS4 inh | JMJD2A Tudor inh | GLS inhibitor | ALOX12 inh | Pin1 inh
Cc1ccc(-c2noc(-c3ccccc3C(=O)NCC3CCCO3)n2)cc1 (stereo unspecified) is listed with 2% | 28%[57.1 µM] | 2% | 31% | 12% | -9% | -1% | -8% | 1%
O=C(OCc1nnc(-c2ccccc2)o1)c1cccnc1Cl is listed with -18% | 17%[11.4 µM] | i | 53%[activator] | -39% | 5% | -2% | 12% | 0%
O=C(N/N=C\c1cccnc1)c1cc(-c2ccccc2)nc2c(Cl)cccc12 is listed with 4% | 10% | 2% | 9% | -6% | ? | 2% | 0% | -3%

New compounds follow
ERG-DNA inh,TrxR1 inh,Tb PGK inh,HP1b chromo inh,RGS4 inh,JMJD2A Tudor inh,GLS inhibitor,ALOX12 inh,Pin1 inh,canonical_smiles
-3%,10%[57.1 µM],-1%,23%,-23%,-16%,0%,0%,12%,CNC(=O)/C(C#N)=C/c1cn(CC(=O)OC)c2ccccc12
-4%,15%[57.1 µM],-7%,25%,3%,-5%,?,-13%,0%,COC(=O)C(C)(C)ONC(=O)Nc1ccc([N+](=O)[O-])cc1
6%,8%,-3%,57%[activator],-11%,?,0%,-20%,1%,CCCOC(=O)CSc1nnc2ccc3ccccc3n12
13%,16%,-2%,24%,6%,-12%,0%,54%[activator],-6%,COC(=O)C1CCN(C(=O)C2CCC(=O)N(CCc3cccc(F)c3)C2)CC1 (stereo unspecified)
14%,-17%,i,31%,-7%,-20%,-1%,-13%,-14%,CC(/C=C/C1(O)C(C)CC(=O)CC1(C)C)OC1OC(CO)C(O)C(O)C1O (stereo unspecified)
4%,23%,.,22%,16%,-10%,-4%,-11%,0%,Cc1ccccc1-c1nnc(SCC(=O)N(C)c2ccccc2)o1
4%,0%,0%,10%,-12%,-11%,12%,-17%,2%,COc1cc(/C=N/NC(=O)c2ccncc2)ccc1OC(=O)c1ccco1
-11%,10%[57.1 µM],-7%,17%,-41%,-11%,-5%,0%,-9%,O=C(CSc1ccc(-c2cccc([N+](=O)[O-])c2)nn1)N1CCCCCC1
-4%,?,-5%,40%[activator],-2%,-15%,2%,?,-3%,O=C(NCc1cccs1)c1cccnc1SCCS(=O)(=O)c1ccc(C(F)(F)F)cn1
-5%,19%,-4%,24%,19%,-18%,0%,12%,-2%,CCOc1ccc(C(=O)N2CCN(S(=O)(=O)c3cccs3)CC2)c(OCC)c1
-6%,15%[57.1 µM],-6%,21%,17%,-33%,-1%,-15%,7%,Cc1cccc(NC(=O)CSc2nnc(Cn3nnc(-c4ccccc4)n3)n2-c2ccccc2)c1
-7%,0%,-10%,73%[activator],-11%,-11%,-2%,-24%,-1%,C[C@H](CO)N1C[C@H](C)[C@@H](CN(C)C(=O)Nc2ccccc2)Oc2c(NC(=O)c3ccncc3)cccc2C1=O
4%,10%,3%,53%[activator],11%,4%,-1%,-25%,-3%,CCNc1nc(Oc2ccc(C(=O)OCC)cc2)nc(SC)n1
8%,-3%,-5%,49%[activator],12%,21%,-9%,7%,-12%,COC(=O)c1sc2ccc(C)cc2c1C(=O)OC
2%,-15%,i,?,-48%,89µM*,10%,-1%,8%,COc1ccccc1-c1nnc(SC/C(O)=C(\C#N)c2nc3ccccc3[nH]2)n1C1CCCCC1
-2%,14%[57.1 µM],-2%,-16%,-44%,?,17%,-50%,-5%,Cc1ccc(N(CC(=O)N=Nc2c(O)[nH]c3ccccc23)S(C)(=O)=O)c(C)c1

The list is partial. The share of hits here may be higher or lower than overall.
